RGS12 GoLoco inh = inhibitors of human Gai1-RGS12 GoLoco interaction (red fluorophore); hit rate 0.44% among 230,000; Potency, µM (doses to about 61.6 µM), without a hit: top-dose activity, negative = inhibition, usual class: inhibitors; Gai1:RGS12 GoLoco peptide FP, rhodamine, 10 min; P63096; active = well fitted inhibition curve with a large enough effect, not every such curve was filed as active; inactive = no such curve, though single readings can be large or run the other way; note: % is set by controls: 0 for no effect and ±100 for the full control effect; nearly all actives have a fitted effect of over 30% in size; many of its hits are not listed in these tables
Target sequence (P63096 whole entry, looked up): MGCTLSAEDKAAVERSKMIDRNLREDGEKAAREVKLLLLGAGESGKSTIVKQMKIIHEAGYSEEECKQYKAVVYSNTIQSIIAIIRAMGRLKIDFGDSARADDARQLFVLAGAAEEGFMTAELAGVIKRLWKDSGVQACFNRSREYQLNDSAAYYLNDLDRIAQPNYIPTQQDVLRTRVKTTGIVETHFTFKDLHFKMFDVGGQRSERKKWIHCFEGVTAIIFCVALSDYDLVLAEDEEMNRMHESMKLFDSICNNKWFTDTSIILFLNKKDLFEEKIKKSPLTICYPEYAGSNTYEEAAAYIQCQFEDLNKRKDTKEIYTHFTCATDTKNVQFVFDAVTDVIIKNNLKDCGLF
LMNA splice mod = LMNA splicing modulation; HeLa LMNA splicing GFP/RFP minigene ratio, 48 h; Potency, µM (highest dose often 46.1 µM), for the others: at the top dose ratio change, negative = inhibition, most hits filed as inhibitors; hit rate 0.01% among 200,000; active = well fitted inhibition curve with a large enough effect in the signal ratio, with a control signal flat, not every such curve was filed as active; inconclusive = small, poorly fitted or top-dose-only effect, or effect the other way, or a change in a side signal; the % refers to the signal ratio; note: % is set by controls: 0 for no effect and ±100 for the full control effect
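Read-out is the ratio of GFP to DsRed2 object intensity, acquired by 488 nm laser-scanning cytometry on HeLa lamin A-EGFP minigene reporter cells. Compound incubation 48 hrs at 37 °C in Opti-MEM with 2% FBS; DMSO 0.5% final.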
TR SRC2 fluor cs = counter-screen for TRb-SRC2 inhibitors: fluorescence interference. TRb/SRC2 Texas Red total fluorescence interference. Potency, µM (doses to about 106 µM), for the others: top-dose fluorescence change, negative = quenching. hit rate 0.29% among 280,000; active = well fitted curve in either direction with a large enough effect; inconclusive = small, poorly fitted or top-dose-only effect; note: % is set by controls: 0 for no effect and ±100 for the full control effect
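Human TRβ ligand-binding domain (0.6 uM) and Texas Red SRC2 peptide (20 nM) in Tris buffer with 1 uM T3 and 5% DMSO were incubated with pinned compound for 5 hr at ambient temperature. Total fluorescence was computed as S + 2P (555/632 nm).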
RECQ1 helicase = inhibitors of human RECQ1 DNA helicase; RECQ1 DNA unwinding, red fluorescence kinetic read; AID 2549; Potency, µM (doses to about 57.3 µM), for inactives: at the highest dose activity, negative = inhibition, actives largely listed as inhibitors; hit rate 0.54% among 240,000; P46063;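 note: plate controls were vehicle for no effect and no enzyme for full effect; nearly all actives have a fitted effect of over 30% in size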
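RECQ1T1 50 nM; forked duplex (20 bp + 30-nt ss tails) 200 nM, ATP 2 mM final; pH 8.0, 2 mM MgCl2, 2.5 ug/ml poly(dI-dC); 15 min compound preincubation; discontinuous kinetic read over 2 h at RT.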
TRb-SRC2 inh = TRbeta-SRC2 interaction inhibition; TRbeta-SRC2 peptide binding, fluorescence polarization; receptor liganded with 1 µM T3; Potency, µM (top dose mostly 106 µM), for inactives: at the top dose activity change, negative = inhibition, hits mostly inhibitors; P10828; hit rate 0.065% among 280,000;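 note: plate controls were bound peptide for no effect and peptide without receptor for full effect; nearly all actives have a fitted effect of over 50% in size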
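Each compound concentration gave % activity, normalized to unbound and bound Texas Red SRC2 controls, from polarization read after 5 hr ambient incubation with T3-loaded human TRb LBD.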
SMN2 splice up = enhancers of SMN2 splice variant expression; Potency, µM (top dose mostly 46.1 µM), without a hit: at the highest dose activity change, positive = activation, usual class: activators; HEK293 SMN2-luciferase splicing reporter, luminescence, 30-36 h; AID 1458; hit rate 2.8% among 210,000; note: % of control where 0% means no effect; nearly all actives have a fitted effect of over 55% in size
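qHTS luciferase splicing reporter: luminescence rises when SMN2 exon 7 is included in transfected HEK293 cells. Compound exposure lasted 30-36 h at 37C, with 4.5 mM final sodium butyrate as control, followed by a ONE-Glo read.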
ALDH1A1 block = blocks purified human ALDH1A1 activity; P00352; Purified ALDH1A1, NADH fluorescence, propionaldehyde substrate; Potency, µM (top dose mostly 75.3 µM), for inactives: top-dose activity, negative = inhibition, hits mostly inhibitors; hit rate 7.3% among 220,000; AID 1030; active = well fitted inhibition curve with a large enough effect, not every such curve was filed as active; inconclusive = small, poorly fitted or top-dose-only effect, or another doubt; inactive = no such curve, though single readings can be large or run the other way;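 note: plate controls were no enzyme wells and a reference inhibitor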
Target sequence (P00352 whole entry, looked up): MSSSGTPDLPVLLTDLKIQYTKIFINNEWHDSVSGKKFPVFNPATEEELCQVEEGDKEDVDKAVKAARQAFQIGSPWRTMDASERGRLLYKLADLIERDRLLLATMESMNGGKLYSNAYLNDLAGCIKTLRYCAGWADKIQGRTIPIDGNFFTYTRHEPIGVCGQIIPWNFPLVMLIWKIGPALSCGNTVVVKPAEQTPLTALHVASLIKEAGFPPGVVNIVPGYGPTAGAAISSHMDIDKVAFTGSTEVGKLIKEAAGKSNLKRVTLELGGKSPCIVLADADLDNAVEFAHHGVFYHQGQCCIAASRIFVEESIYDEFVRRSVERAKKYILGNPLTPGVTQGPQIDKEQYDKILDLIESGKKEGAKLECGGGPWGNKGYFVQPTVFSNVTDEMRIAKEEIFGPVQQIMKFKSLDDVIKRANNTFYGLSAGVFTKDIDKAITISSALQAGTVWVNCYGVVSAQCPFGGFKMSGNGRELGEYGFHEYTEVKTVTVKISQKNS
KDM4E inh = blocks human JMJD2E demethylase activity; Potency, µM (highest dose often 57.1 µM), for the others: at the top dose activity change, negative = inhibition, usual class: inhibitors; JMJD2E catalytic domain, FDH-coupled NADH fluorescence (FDH is formaldehyde dehydrogenase); hit rate 1.6% among 230,000; B2RXH2; active = well fitted inhibition curve with a large enough effect, not every such curve was filed as active; inconclusive = small, poorly fitted or top-dose-only effect, or another doubt; inactive = no such curve, though single readings can be large or run the other way;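 note: 0% = wells with enzyme and -100% = buffer wells without enzyme; nearly all actives have a fitted effect of over 50% in size; many of its hits are not listed in these tables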
Numbers without * were called inactive; i = inactive; u = inconclusive; x = not tested or not shown; [ ] = remark or other dose. Unless noted, calls come from the whole dose curve; as a rule, active = well fitted curve in the direction sought with a large enough effect; inconclusive = small, poorly fitted or top-dose-only effect, or another doubt; inactive = no such curve, though single readings can be large; an effect the other way counts as inactive or inconclusive. Potency is the fitted concentration of half-maximal effect. A portion of the library; count on the stated rates, not on these rows.

SMILES | RGS12 GoLoco inh | LMNA splice mod | TR SRC2 fluor cs | RECQ1 helicase | TRb-SRC2 inh | SMN2 splice up | ALDH1A1 block | KDM4E inh
CC(Sc1nnnn1C1CCCCC1)C(=O)O (stereo not drawn) | 7% | u | -4% | 3% | -6% | x | -7% | 5%
O=C(O)c1ccc(CS(=O)(=O)c2cccc(C(F)(F)F)c2)o1 | 10% | 7% | -1% | -10% | 5% | -8% | 2% | 4%
O=C1c2ccccc2C(=O)N1CCc1nc2ccccc2c(=O)n1-c1ccccn1 | -6% | -1% | -3% | -1% | -8% | 1% | -2% | -2%
CCN1C(=O)c2cccc3c(S(=O)(=O)NCc4cccnc4)ccc1c23 | -3% | -23% | 0% | 5% | -1% | u | u | u
O=c1cc(-c2cccc(O)c2)oc2cccc(O)c12 | 2% | x | -3% | -7% | -2% | x | 5% | 6%
O=C(Nc1ccccc1)N1CCCC2(CCN(C(=O)c3cnccn3)CC2)C1 | -5% | x | x | -6% | x | 4% | 9% | x
CC(=O)Nc1ccc(C(=O)OCC(=O)/C(C#N)=C(\C)N)cc1 | -5% | x | 2% | 0% | 0% | 13% | 17% | -2%
CN1CCN(c2ncc3nc(-c4cccc(C#N)c4)c(=O)n(Cc4ccc(F)cc4)c3n2)CC1 | -1% | u | x | 17% | x | x | u | x
Cn1nc(-c2ccccc2)c2cc(C(=O)O)sc21 | 4% | u | 0% | -5% | 2% | 2% | u | u
O=C(c1ccco1)N1CCN(C(c2ccccc2Cl)c2nnnn2CC2CCCO2)CC1 (stereo not drawn) | 0% | 12% | -3% | i | -3% | 4% | u | 1%
COc1cc(/C=N/NC(=O)COc2ccc(Cl)cc2)ccc1OS(=O)(=O)c1ccc(C)cc1 | 3% | -21% | -1% | -16% | -1% | -10% | u | -4%
CCCn1ncc([C@@H]2C[C@H]3CN(Cc4cccc(Cl)c4)C(=O)[C@]34CCCN24)c1C | 15% | x | -4% | -2% | 1% | x | 2% | -2%
COc1ccccc1NC(=O)Nc1cccc(C(=O)O)c1 | 6% | x | -1% | -7% | 5% | -14% | 7% | -4%
Cc1ccc(-n2c(SCC(=O)N/N=C/c3c(C)nn(-c4ccccc4)c3C)nc3ccccc3c2=O)cc1 | -2% | u | -6% | 1% | 3% | 9% | u | -1%
O=C(CSc1n[nH]c(-c2ccccc2F)n1)NCC(=O)Nc1ccc(F)c(F)c1F | 7% | -2%[46 µM] | -3% | -5% | 3% | 16% | u | -3%
COc1ccccc1CNC(=S)NC1CCCC1 | 23% | -24% | 1% | -13% | -10% | 3% | 5% | 2%
CCOC(=O)C1=C(C)N=C2SCCC(=O)N2C1c1sccc1C (stereo not drawn) | -7% | 3% | -3% | i | -14% | -14% | 0% | -8%
CC(=O)OC[C@@H]1O[C@@H](O/N=C2/C[C@@H](O)[C@@H](O)[C@@H]3[C@@H]4C(=O)N(C(C)(C)C)C(=O)[C@H]4CC[C@H]23)[C@H](OC(C)=O)[C@H](OC(C)=O)[C@@H]1OC(C)=O | x | x | 1%[11.2 µM] | 11%[11.5 µM] | -5%[11.2 µM] | x | 9%[13.5 µM] | x
CCCCn1nnnc1SCC(=O)NCc1ccco1 | 11% | 2% | -1% | -10% | 6% | -6% | -6% | 5%
CCN(CC)S(=O)(=O)c1ccc(NC(=O)c2cc(C(=O)OC)cc([N+](=O)[O-])c2)cc1 | x | -6% | -5% | 3% | -5% | x | u | -5%
O=[N+]([O-])c1ccc(N2CCOCC2)nc1 | -17% | 24% | -1% | -7% | 12% | 5% | u | 16%
Cc1ccc[n+](CC(=O)c2ccc(-c3ccccc3)cc2)c1 | -1% | u | -7% | 26% | -4% | -30% | u | u
Cc1cc(NC(=O)CSc2nc3ccccc3n2CC(=O)N2CCC(C)CC2)no1 | 15% | -13% | 3% | i | -22% | -16% | -7% | 8%
CC(C)(C)Cc1cc(N)on1 | 11% | 4% | 0% | -6% | -10% | -9% | 4% | 10%
Cc1ccccc1C(=O)Nc1ccnc(-c2ccncc2)n1 | 5% | u | -7% | -4% | 0% | -15% | u | -6%
CSc1nc(-c2ccc(Cl)cc2Cl)[nH]c(=O)c1C#N | -1% | u | -1% | -3% | 0% | 9% | 15% | 10%
Cn1c(-n2c(-c3ccco3)nc3ccccc3c2=O)nc2ccccc21 | 6% | u | 2% | i | 1% | -10% | 4% | -13%
CSc1nnc(COc2ccc(C)cc2)n1N | -24% | -6% | 3% | -10% | -12% | 9% | -5% | -3%
CCN1CCN(CC(=O)Nc2ccc(Cl)c(Cl)c2)C(=O)C1=O | 11% | -1% | -5% | 0% | -2% | -2% | 2% | 9%
Cc1nc(N2CCCCC2)c(C#N)c(C)c1[N+](=O)[O-] | 5% | 2%[46 µM] | 1% | -1% | 0% | 0% | -12% | -6%
CC(=O)c1cccc(NC(=O)CSC(=O)c2ccccc2)c1 | 0% | -8% | 0% | -1% | 9% | 17% | u | -1%
CN(c1ccccc1)S(=O)(=O)c1cccc(NC(=O)c2ccc3ncsc3c2)c1 | 3% | x | -3% | -20% | 0% | x | x | -10%
Cc1ccc(NCCC#N)cc1C | -6% | -13% | -2%[53 µM] | -28% | 1%[53 µM] | -4% | 4% | 0%
Cc1[nH]c2ccccc2c1C(=O)CSc1nc2ccccc2c(=O)n1-c1ccccc1F | 55%[activator] | 1%[46 µM] | -2% | i | 12% | -26% | 0.56µM* | -14%
CCCCNc1nc2ccccc2n1CC(=O)Nc1c(C)cccc1CC | 1% | u | 1% | -4% | -3% | -17% | -4% | -1%
N#C/C(=C/c1ccc(Br)o1)C(N)=O | 6% | u | -5% | -2% | -13% | 5% | -7% | 0%
OCC(CO)(CO)n1cnnn1 | 6% | -5% | -3% | -8% | -20% | 17% | 7% | -2%
O=C(C[n+]1ccc(C(=O)NCc2ccccc2)cc1)c1ccc2c(c1)OCCO2 | 7% | x | -1% | -23% | -5% | -7% | 3.5µM* | u
NC(=O)NC1CCCc2c1[nH]c1ccc(Cl)cc21 (stereo not drawn) | 3% | -10% | -2% | -4% | -14% | -53%[inhibitor] | 1% | -3%
Cc1ccc(-c2nnc(CSc3nnc(COc4ccccc4)n3-c3ccc(C)cc3)o2)cc1 | -7% | u | -1% | 17% | -3% | -19% | u | 1%
CCCCN(C)C/C(O)=C(\C#N)c1nc(-c2ccccc2)cs1 | 17% | 2% | -4% | -1% | 1% | -1% | 1% | 1%
Cc1cccn2c(CN3CCNC(=O)CC3)c(C(=O)N(C)CCc3ccccc3)nc12 | -3% | x | -2% | i | -3% | x | -1% | -6%
Cc1cccc(-c2cc3nc4c(c(NCc5ccco5)n3n2)CCCC4)c1 | 14% | u | 0% | -10% | 9% | 24% | u | u
C/C(=N\O)C(=O)Nc1ccccc1 | 6% | x | -9% | 0% | -3% | x | x | -3%
CCc1ccc(OCC(=O)NC(NC(=S)Nc2ccccc2OC)C(Cl)(Cl)Cl)cc1 (stereo not drawn) | x | -8% | -1% | -5% | 1% | x | 6% | 2%
c1ccc2c(C3=NNC(=NC4CCCCC4)SC3)c[nH]c2c1 | 8% | -17% | -2% | i | 3% | 20µM* | u | -5%
CCc1nnc(NS(=O)(=O)c2ccc(NC(=S)NC(=O)/C=C/c3ccc([N+](=O)[O-])cc3)cc2)s1 | -8% | x | 1% | 15% | -3% | x | x | u
Cc1noc(C)c1-c1cc(NCc2cccnc2)ncn1 | 1% | -1% | x | -13% | x | x | 11% | x
CCOC(=O)c1sc(NC(=O)CCN2CC(C)OC(C)C2)c(C(=O)OCC)c1C (stereo not drawn) | 6% | 12% | -1% | -1% | 9% | 6% | u | 5%
Nc1nncn1C(=O)c1ccccc1Cl | 1% | -1% | -1% | -1% | -15% | -4% | 12% | 2%
O=[N+]([O-])c1ccc(NCCO)c(OCCO)c1 | 1% | x | -2% | -3% | 2% | 10% | -6% | x

Bioassay records (PubChem BioAssay)
